RPL19A TOR yeast – RPL19A-GFP expression modulators in yeast, primary screen, cell-based, S. cerevisiae, multiplex flow cytometry, MLPCN | S. cerevisiae RPL19A-GFP strain, 3 h; stronger effect = lower value | percent response vs DMSO, % at 10 µM | 330,000 tested, 0.3% active | AID 2025, 2009;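 active = percent response vs DMSO below 50%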;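 note: median channel GFP fluorescence of the barcoded RPL19A-GFP strain; ratio of sample median GFP to plate DMSO average so 100% = DMSO; lower means less RPL19A-GFP as with rapamycin TOR inhibition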
MEP2-GFP yeast – modulators of MEP2-GFP levels in yeast, primary screen, S. cerevisiae, multiplex flow cytometry, MLPCN library; 330,000 tested, 0.51% active; GFP response vs DMSO, % at 10 µM; S. cerevisiae MEP2-GFP strain, 3 h; 100% = DMSO control level;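 active = GFP response versus DMSO above a set limit, roughly screen mean plus 3 SD, cut at about 180% in these data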;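 note: median GFP fluorescence of the barcode-gated MEP2-GFP cells per well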
EBNA-1 inh – EBNA-1 DNA-binding inhibitors, primary screen, biochemical, fluorescence polarization; 300,000 tested, 0.34% active; inhibition, % at 14.8 µM; AID 1950, 2009; in the data active = inhibition above about 28%
ZTA DNA inh – blocks Epstein-Barr virus ZTA, an EBNA-1 counter-screen | P03206 | AID 2234 | ZTA-DNA binding, fluorescence polarization | 320,000 tested, 0.15% active | inhibition, % at 11 µM; in the data active = inhibition above about 33%
procasp7 counter – procaspase-7 activators, primary screen, counter-screen for procaspase-3 activator project, biochemical, absorbance, HTS, human | recombinant procaspase-7, Ac-DEVD-pNA absorbance 405 nm; D23A/D198A/D206A triple mutant, cannot self-cleave; scale: DMSO 0, 5 µM enzyme 100 | activation, % at 8.5 µM | 330,000 tested, 0.093% active | AID 463210, 2010;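 active = percent activation above the screen-wide mean plus 3 SD, cut at about 25% in these data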
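Material: Procaspase-7 triple mutant (PC-7 D3A) | Quantity: 2 µM procaspase-7 mutant as dispensed | Reagent: DEVD-pNA substrate | Times: 1 h preincubation, 2 h reaction | Technique: 405 nm absorbance of p-nitroaniline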
procasp3 activ – activators of human procaspase-3 D3A mutant, primary screen, biochemical, absorbance, PC-3 D3A mutant, single concentration | recombinant procaspase-3 D3A, Ac-DEVD-pNA absorbance 405 nm | Caspase-3 (Homo sapiens), P42574 | 330,000 tested, 0.11% active | activation, % at 8.5 µM;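 active = activation above the mean of all tested compounds plus 3 SD, cut at about 21% in these data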;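 note: 0% = DMSO alone and 100% = DMSO wells spiked with extra 5 µM PC-3 D3A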
Target sequence (P42574 whole entry D9A/D28A/D175A): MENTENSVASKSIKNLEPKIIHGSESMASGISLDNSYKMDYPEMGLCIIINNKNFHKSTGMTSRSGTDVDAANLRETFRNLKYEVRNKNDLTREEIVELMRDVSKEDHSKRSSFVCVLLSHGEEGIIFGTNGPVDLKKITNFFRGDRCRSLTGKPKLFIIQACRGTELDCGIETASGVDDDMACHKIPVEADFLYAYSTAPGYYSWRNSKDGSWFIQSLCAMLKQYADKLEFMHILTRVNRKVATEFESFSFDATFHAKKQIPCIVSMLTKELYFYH
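Assay system – Procaspase-3 D3A mutant, all three cleavage aspartates alanine · Controls – DMSO-only low control, 5 µM PC-3 D3A high control · Schedule – 1 h compound preincubation, 2 h substrate hydrolysis at 25 °C · Signal – 405 nm absorbance of p-nitroaniline, reads at 0 and 120 min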
LAP4-GFP MLPCN – modulators of LAP4-GFP expression in yeast, primary screen, S. cerevisiae, multiplex flow cytometry, MLPCN library | 3 h; median GFP as percent of DMSO wells | 320,000 tested, 0.34% active | AID 2023, 2009 | GFP response vs DMSO, % at 10 µM;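 active = GFP response vs DMSO above a set limit, about the screen mean plus 3 SD, cut at about 150% in these data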
AHR act – AHR activators, primary screen, cell-based, luminescence, luciferase reporter, human | AHR-responsive luciferase reporter cells | activation, % at 5 µM | AID 2796, 2010 | 320,000 tested, 2.5% active | Aryl hydrocarbon receptor (Homo sapiens), P35869; in the data active = activation above about 47%;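 note: 0% = vehicle wells and 100% = reference agonist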
Target sequence (P35869 whole entry, looked up): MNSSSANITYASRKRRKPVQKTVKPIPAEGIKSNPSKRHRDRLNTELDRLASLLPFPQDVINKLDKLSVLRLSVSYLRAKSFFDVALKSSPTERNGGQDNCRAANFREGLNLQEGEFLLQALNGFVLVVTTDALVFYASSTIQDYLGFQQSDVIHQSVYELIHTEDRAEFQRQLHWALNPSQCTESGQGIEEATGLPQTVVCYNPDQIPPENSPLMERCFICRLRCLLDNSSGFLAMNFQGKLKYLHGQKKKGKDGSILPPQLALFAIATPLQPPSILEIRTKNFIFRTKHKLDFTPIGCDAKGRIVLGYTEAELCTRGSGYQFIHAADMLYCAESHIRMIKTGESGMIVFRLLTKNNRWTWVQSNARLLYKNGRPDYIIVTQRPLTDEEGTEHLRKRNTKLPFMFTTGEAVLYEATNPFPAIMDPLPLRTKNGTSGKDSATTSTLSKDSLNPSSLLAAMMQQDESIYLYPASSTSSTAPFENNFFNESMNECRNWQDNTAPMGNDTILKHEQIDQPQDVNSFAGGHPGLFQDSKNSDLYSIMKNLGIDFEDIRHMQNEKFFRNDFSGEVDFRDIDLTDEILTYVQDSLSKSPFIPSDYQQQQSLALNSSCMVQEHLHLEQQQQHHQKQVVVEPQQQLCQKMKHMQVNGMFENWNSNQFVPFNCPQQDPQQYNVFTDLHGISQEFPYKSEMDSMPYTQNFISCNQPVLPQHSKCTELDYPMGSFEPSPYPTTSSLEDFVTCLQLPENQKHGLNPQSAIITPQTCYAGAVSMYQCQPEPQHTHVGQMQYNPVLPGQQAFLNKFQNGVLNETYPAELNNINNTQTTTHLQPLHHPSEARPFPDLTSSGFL
* = called active by the depositor; . = not tested or not shown. Rows are unselected. Share with any hit: about 3.8%.

SMILES	RPL19A TOR yeast	MEP2-GFP yeast	EBNA-1 inh	ZTA DNA inh	procasp7 counter	procasp3 activ	LAP4-GFP MLPCN	AHR act
COc1cc2cnc(-c3ccccc3)c(-c3ccc(C(F)(F)F)cc3)c2cc1OC	100	98	.	0	-8	-1	73	-1
CCc1nnc(NC(=O)CCC(=O)NC2CCCCC2)s1	98	100	-3	-4	-2	-3	100	1
Cc1ccc(CSc2nc3[nH]ncc3c(=O)[nH]2)cc1	101	101	6	4	4	7	96	11
c1coc(CNCC2OCCc3ccccc32)c1 (stereo unspecified)	93	93	9	2	1	-4	92	1
O=C(Nc1ccccc1N1CCN(C(=O)c2ccccc2)CC1)c1ccco1	98	97	-4	-20	3	-4	107	1
C=CCn1c(SCC(=O)c2ccc(OC)cc2)nnc1-c1cc2cccc(OC)c2o1	100	103	-11	23	-14	-4	96	8
COc1cccc(N/C=C/C(=O)c2ccc(OC)c(OC)c2)c1	99	94	-3	-7	-5	-6	79	-7
O=S(=O)(c1cccnc1)N1CCn2cccc2C1c1ccccc1F (stereo unspecified)	100	113	2	0	-3	-11	106	-1
Cc1ccc(S(=O)(=O)N[C@H](C(=O)OCC(=O)N2N=C(c3ccc(Cl)cc3)CC2c2ccco2)C(C)C)cc1 (stereo partly specified)	96	117	18	10	1	4	128	-2
CC(=O)N/C(=N/c1nc(C)cc(C)n1)Nc1ccc(F)cc1F	102	91	2	4	-1	4	90	14
COc1ccc(-c2nn(-c3ccccc3)cc2C(=O)NC2CC2)cc1	105	105	.	-8	1	11	105	7
CC(NCCC1(Cc2ccccc2Cl)CCOC(C)(C)C1)c1cccs1 (stereo unspecified)	103	101	6	-9	3	-1	130	-1
CC(C)(C)NC(=O)NC(=O)COC(=O)Cc1c(F)cccc1Cl	99	104	-4	-6	-7	-2	94	0
CCNS(=O)(=O)c1ccc(CCC(=O)NCc2ccccc2)cc1	96	91	11	15	-2	-3	103	2
CCn1c(SCC(=O)NC2CC2)nnc1-c1ccccn1	96	94	5	1	1	2	87	0
COc1ccc2c(c1)c1ncn(Cc3ccc(F)cc3)c(=O)c1n2C	98	99	2	8	7	10	111	22
CN(C)CCn1c(N)nc2ccccc21	99	101	4	-10	-4	-4	103	1
COc1ccc(NC(=O)c2cccc3c2C(=O)N(C2CCCCC2)C3)cc1	95	99	-1	-4	-12	-8	96	20
CC(C)Cn1c(=O)c2c(nc3n2CCCN3CCc2ccccc2)n(C)c1=O	101	107	-5	-4	-4	-5	107	1
CC(=O)C(N=Nc1ccccc1)(Sc1nnc(-c2ccccc2)n1-c1ccccc1)C(C)=O	103	101	10	-2	-6	0	99	-1
CC[C@@H]1[C@H]2CCCC(=O)N3CC[C@@H](C[C@@H]1OC(=O)Nc1ccccc1)[C@@H]23	93	92	16	4	14	5	120	-3
CC(C)CN(C(=O)COc1ccc([N+](=O)[O-])cc1)c1c(N)n(CC(C)C)c(=O)[nH]c1=O	98	97	.	5	-5	7	93	-1
CC(Oc1ccc(Cl)cc1Cl)C(=O)NCCCCc1ccccc1 (stereo unspecified)	94	98	-1	9	-6	-3	93	1
CS(=O)(=O)N1CCN(Cc2ccccc2C(F)(F)F)CC1	100	100	6	2	9	-2	97	3
COc1ccc(C(=O)NC2CCCc3c2cnn3-c2cccc(C)c2C)o1 (stereo unspecified)	103	107	1	-5	-12	7	99	2
CSc1ccccc1NC(=O)c1cccs1	107	104	-1	-9	-6	-11	104	-1
CC(OC(=O)CCCCCN=C1NS(=O)(=O)c2ccccc21)C(=O)Nc1cc(Cl)cc(Cl)c1 (stereo unspecified)	104	89	1	-3	2	-2	93	0
C=CCNC(=O)N1CCc2[nH]c3ccc(F)cc3c2C1	94	93	-7	-3	7	7	95	4
O=C(Nc1ccc(S(=O)(=O)N2CCCC2)cc1)c1cncc(Br)c1	98	98	.	11	-5	7	97	1
O=C(COC(=O)c1ccc(F)cc1)Nc1ccc2c(c1)OCO2	95	92	.	.	-1	8	91	1
Cn1c2ccccc2c(=O)c2ccc(F)cc21	98	94	6	-2	-3	-5	121	-7
COc1ccc(Cl)cc1NC(=O)CCc1ccccc1	98	97	16	13	8	6	98	-1
CN1CCN(C(=O)/C(=C/c2ccc(F)cc2)NC(=O)c2ccccc2)CC1	105	102	-5	-2	1	-3	96	2
O=C(/C=C/c1cccc(Br)c1)N1CCN(c2ccccn2)CC1	102	97	5	3	8	2	98	4
COc1ccc(NC(=O)/C=C/c2ccccc2)c([N+](=O)[O-])c1	107	106	-5	-7	-1	-3	96	6
Cc1cc(-c2ccccc2)nc(=O)[nH]1	99	94	-7	-4	-4	1	103	-1
Cc1nc2sc3c(c2c(=O)n1/N=C/c1ccco1)CCCC3	101	103	3	1	4	5	105	0
COc1ccc(CN(N=O)C2CC(=O)N(c3ccc(OC)cc3)C2=O)cc1 (stereo unspecified)	103	99	12	15	-3	-3	116	1
COc1cc(O)c(C(=O)/C=C/c2ccccc2)c(OC)c1	92	100	-8	6	-2	-5	103	-1
Cc1c(Br)c(C(F)(F)F)nn1CC(=O)N(C)C1CCCCC1	104	107	0	-1	6	0	99	-2
O=C(CS(=O)(=O)Cc1ccccc1)Nc1nnc(C2CCCCC2)s1	104	102	-1	10	-3	4	102	0
O=C(CSc1cccc2cccc(Cl)c12)OCC(=O)N1CCN(C(=O)c2ccco2)CC1	99	99	-9	-4	2	-2	94	4
Cc1nc(C)c(-c2ccc(SCc3ccccc3F)nn2)s1	102	109	-2	-12	1	-6	114	-6
COc1ccc2[nH]cc(CCNC(=O)c3ccco3)c2c1	97	96	.	1	9	4	99	38
CCOc1ccccc1NC(=O)CN1C(=O)CSC(C)C1=O (stereo unspecified)	101	97	5	32	16	6	98	1
O=C(O)c1cccc([N+](=O)[O-])c1C(=O)Nc1nc2ccccc2s1	96	101	7	-7	8	-1	112	5
CNC(=S)NNC(=O)c1oc2nc(-c3ccccc3)cc(C)c2c1N	92	102	-14	-2	-11	-11	101	56*
COc1ccccc1N1CCN(CC(=O)NCc2ccc(Cl)cc2)CC1	109	111	4	10	6	1	99	1
COc1ccc(C(=O)Cn2c(NCCCO)nc3ccccc32)cc1OC	99	106	-4	6	6	-3	101	0
S=c1[nH]nc(COc2ccc(Cl)cc2)n1-c1ccccc1	105	109	2	-11	-21	-15	104	-1
O=C(NCC1CCCO1)C(c1ccc(F)cc1)N(CCCN1CCOCC1)C(=O)c1ccc(-c2ccccc2)[nH]1 (stereo unspecified)	96	96	10	9	5	-2	98	19
COc1cccc(NC(=O)Nc2c(C)n(C)n(-c3ccccc3)c2=O)c1	101	99	0	-6	-6	4	103	2
COc1cccc2cc(C(=O)OCC(=O)N3CC(C)OC(C)C3)c(=O)oc12 (stereo unspecified)	95	97	.	.	-1	-1	97	10
COc1ccc(-c2nnc3ccc(SCC(=O)N4CCCCCC4)nn23)cc1OC	106	101	-2	-13	16	14	92	-3
COc1ccc(N=C/C=C2\C=C(c3ccccc3)OC(C)(C)O2)cc1	100	106	-2	0	-4	-2	103	1
CC(=NNC(=O)c1cc(C)nc2ccccc12)c1ccc(N2CCOCC2)cc1	102	107	.	.	-1	3	91	5
COc1ccc(C(C)NC(=O)C2CCCO2)cc1OC (stereo unspecified)	100	106	-3	-2	1	0	103	1
CCN1CCN(C(=O)/C=C/c2ccc(OC)cc2)CC1	106	107	-5	-4	9	1	94	2
CCC(=O)Nc1cccc(NC(=O)COc2ccc(OC)cc2)c1	97	98	-14	8	-12	-5	96	4
CCCCS(=O)CC(CS(=O)CCCC)OC(=O)c1ccccc1 (stereo unspecified)	107	106	11	22	-2	-2	125	0

Whole records from above. Values in the order: RPL19A TOR yeast, MEP2-GFP yeast, EBNA-1 inh, ZTA DNA inh, procasp7 counter, procasp3 activ, LAP4-GFP MLPCN, AHR act
`Cc1nc(C)c(-c2ccc(SCc3ccccc3F)nn2)s1` is entered as 102, 109, -2, -12, 1, -6, 114, -6
`CCN1CCN(C(=O)/C=C/c2ccc(OC)cc2)CC1` is entered as 106, 107, -5, -4, 9, 1, 94, 2

Carrying on.
SMILES	RPL19A TOR yeast	MEP2-GFP yeast	EBNA-1 inh	ZTA DNA inh	procasp7 counter	procasp3 activ	LAP4-GFP MLPCN	AHR act
Cc1cc(C)c2cc(CN(CC3CCCO3)S(=O)(=O)c3ccc4c(c3)OCCO4)c(=O)[nH]c2c1 (stereo unspecified)	95	103	-1	7	11	3	105	-2
O=C(c1cnn(C(=O)c2ccc(O)cc2)c1)c1ccccc1O	95	92	1	-6	1	-3	102	1
COc1cccc(C(=O)C2CCCN(Cc3cn[nH]c3C3CCCCC3)C2)c1 (stereo unspecified)	91	96	-5	-5	-7	8	86	3
Oc1ccc(-c2cn3ccccc3n2)cc1O	103	102	-2	4	-8	-8	94	2
O=C(Oc1ccc(Br)cc1C(=S)N1CCCC1)c1ccccc1Cl	99	99	-3	-11	7	-10	93	2
Cc1ccc(-n2c(Cc3ccccc3)n[nH]c2=S)c(C)c1	103	98	4	-5	-15	-18	100	-1
COc1ccc(C2(C(=O)Nc3ccc(C)cc3)CCOCC2)cc1	93	105	1	-9	5	3	119	-1
CN(C)c1cccc(C(=O)N2CCCC(C(=O)c3cc(F)ccc3F)C2)c1 (stereo unspecified)	90	92	-5	-1	-2	1	98	2
Cc1cccc(OCC(=O)NCc2ccncc2)c1C	96	110	2	0	10	8	100	28
CCS(=O)(=O)c1nc(S(=O)(=O)c2ccc(Cl)cc2)c(N2CCN(C)CC2)s1	100	109	-14	-5	3	1	102	1
COc1ccc(NC(=O)C(=O)NCCCO)cc1Cl	100	99	-3	6	8	12	96	62*
O=C(CSCc1ccc(Cl)cc1)Nc1ccc(S(=O)(=O)N2CCCCCC2)cc1	103	101	-14	8	4	3	93	0
O=C(CSc1nc(O)c(Cc2ccccc2)c(=O)n1-c1ccccc1)N1CCOCC1	100	102	2	7	-1	-1	98	-1
CCCN(CC1CC1)C(=O)CCc1nnc(CCc2c[nH]c3ccccc23)o1	107	110	1	7	6	12	98	3
Clc1ccc(-c2onc3c2CCCC3)cc1	99	100	4	-3	1	1	93	-4
CCC(C)C(=O)Nc1nnc(SCC(=O)Nc2ccccc2F)s1 (stereo unspecified)	108	108	-5	11	5	2	103	0
Cc1ccc2sc(C)[n+](CCC(C)S(=O)(=O)[O-])c2c1 (stereo unspecified)	102	110	18	9	-15	-19	98	-2
COc1ccc(/C=N/NC(=O)c2ccncc2)cc1CN1CCCc2ccccc21	97	99	-6	3	-8	9	111	9
CS/C(N)=N/N=C/c1ccc([N+](=O)[O-])cc1	97	97	4	6	-14	0	99	2

Reprinted at random: 7 compounds from above, in no set order.
SMILES	RPL19A TOR yeast	MEP2-GFP yeast	EBNA-1 inh	ZTA DNA inh	procasp7 counter	procasp3 activ	LAP4-GFP MLPCN	AHR act
O=C(CS(=O)(=O)Cc1ccccc1)Nc1nnc(C2CCCCC2)s1	104	102	-1	10	-3	4	102	0
CC[C@@H]1[C@H]2CCCC(=O)N3CC[C@@H](C[C@@H]1OC(=O)Nc1ccccc1)[C@@H]23	93	92	16	4	14	5	120	-3
O=S(=O)(c1cccnc1)N1CCn2cccc2C1c1ccccc1F (stereo unspecified)	100	113	2	0	-3	-11	106	-1
C=CCn1c(SCC(=O)c2ccc(OC)cc2)nnc1-c1cc2cccc(OC)c2o1	100	103	-11	23	-14	-4	96	8
O=C(O)c1cccc([N+](=O)[O-])c1C(=O)Nc1nc2ccccc2s1	96	101	7	-7	8	-1	112	5
COc1cccc2cc(C(=O)OCC(=O)N3CC(C)OC(C)C3)c(=O)oc12 (stereo unspecified)	95	97	.	.	-1	-1	97	10
CN(C)CCn1c(N)nc2ccccc21	99	101	4	-10	-4	-4	103	1
